GPT2 inh: inhibitors of human GPT2 alanine aminotransferase. Recombinant GPT2, coupled pyruvate oxidase/HRP Amplex Red fluorescence. AID 1671188. Potency, µM (series often up to 57.7 µM), for the others: at the top dose activity change, negative = inhibition, most hits filed as inhibitors. 100,000 compounds, 0.25% hits. Q8TD30; further: potency means the concentration at half of the fitted maximal effect; nearly all actives have a fitted effect of over 60% in size; many of its hits are not listed in these tables
Target sequence (Q8TD30 whole entry, looked up): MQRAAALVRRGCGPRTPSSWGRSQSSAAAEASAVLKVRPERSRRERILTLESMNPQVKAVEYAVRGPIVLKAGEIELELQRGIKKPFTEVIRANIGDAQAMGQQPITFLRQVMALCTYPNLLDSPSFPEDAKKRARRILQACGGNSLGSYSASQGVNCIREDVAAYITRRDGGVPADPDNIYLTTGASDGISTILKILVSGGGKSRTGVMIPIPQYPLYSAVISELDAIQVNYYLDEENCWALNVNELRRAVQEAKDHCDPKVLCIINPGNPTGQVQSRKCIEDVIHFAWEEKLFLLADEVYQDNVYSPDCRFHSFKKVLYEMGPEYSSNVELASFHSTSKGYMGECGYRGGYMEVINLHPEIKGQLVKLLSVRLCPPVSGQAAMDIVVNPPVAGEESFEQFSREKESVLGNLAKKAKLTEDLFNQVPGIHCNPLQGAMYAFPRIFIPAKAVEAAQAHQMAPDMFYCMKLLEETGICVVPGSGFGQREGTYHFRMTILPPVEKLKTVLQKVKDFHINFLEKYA
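Fluorescence read-out: pyruvate from GPT2 turnover coupled to pyruvate oxidase, HRP and Amplex Red (0.2mM ThPP, 0.2U/mL PO and HRP, 50uM Amplex final). Substrates 250uM a-KG, 2mM L-alanine; enzyme 10ng/uL; 30 min RT.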
Luciferase inh: inhibitors of firefly (Photinus pyralis) luciferase; Potency, µM (doses to about 115 µM), inactives show at the highest dose activity change, negative = inhibition, actives largely listed as inhibitors; purified P. pyralis luciferase, luminescence, biochemical; P08659; 76,000 compounds, 2.5% hits; further: potency means the concentration at half of the fitted maximal effect; nearly all actives have a fitted effect of over 65% in size
Target sequence (P08659 whole entry, looked up): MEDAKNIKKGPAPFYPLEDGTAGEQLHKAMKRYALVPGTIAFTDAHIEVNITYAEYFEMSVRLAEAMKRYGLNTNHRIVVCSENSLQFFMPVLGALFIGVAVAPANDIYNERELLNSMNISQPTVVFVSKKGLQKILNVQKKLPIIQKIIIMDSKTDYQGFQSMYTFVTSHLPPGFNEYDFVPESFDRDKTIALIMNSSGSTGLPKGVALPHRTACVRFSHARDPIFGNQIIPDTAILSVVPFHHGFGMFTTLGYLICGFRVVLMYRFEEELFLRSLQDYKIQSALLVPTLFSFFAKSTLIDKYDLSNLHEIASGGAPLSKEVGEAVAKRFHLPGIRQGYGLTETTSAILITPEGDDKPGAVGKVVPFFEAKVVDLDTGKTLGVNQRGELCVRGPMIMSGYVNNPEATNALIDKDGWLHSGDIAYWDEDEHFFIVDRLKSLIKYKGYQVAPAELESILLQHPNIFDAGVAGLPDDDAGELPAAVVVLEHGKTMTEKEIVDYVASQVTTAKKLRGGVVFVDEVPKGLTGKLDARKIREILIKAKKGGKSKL
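Luminescence read by CCD imaging after purified firefly luciferase (10nM final) was added to substrate buffer holding 10uM D-luciferin and 10uM ATP, pH 7.5, pre-dosed with compound.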
IP6K1 inhibitor: inhibitors of human IP6K1 | Q92551 | IP6K1 kinase, ADP-Glo luminescence, 2 h; hits give low values | activity change, % (series mostly up to about 58 µM) | 140,000 compounds, 0.81% hits | AID 1645851; in the data active means activity change below about -25%
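ADP-Glo luminescence measures ADP made by human IP6K1 during a 2 h RT reaction with ATP/IP6 (mix at 1.3 mM/130 uM); top library doses 57.5 and 19.1 uM final.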
HEK293 viab: reduces viability of HEK-293 SNCA reporter cells | HEK-293-SNCA-luc viability, GF-AFC fluorescence, 24 h | Potency, µM (series often up to 57.1 µM), without a hit: top-dose activity change, negative = cytotoxicity, most hits filed as cytotoxic | 150,000 compounds, 0.12% hits | AID 1671193;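 further: potency means the concentration at half of the fitted maximal effect; 0% = DMSO-treated cells and -100% = medium-only wells without cells; nearly all actives have a fitted effect of over 30% in size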
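HEK-293-SNCA-luc cells (1500/well) plated 24 h, then exposed 24 h to a dilution series; GF-AFC added 30 min at 37C, fluorescence 405/540 nm; normalised to medium-only and DMSO wells, Hill fit.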
NIH3T3 tox: NIH 3T3 cell cytotoxicity | NIH 3T3 viability, CellTiter-Glo ATP luminescence, 48-72 h | Potency, µM (top dose mostly 96.7 µM), for inactives: at the top dose activity change, negative = cytotoxicity, hits mostly inhibitors | 94,000 compounds, 4.3% hits; further: potency means the concentration at half of the fitted maximal effect; nearly all actives have a fitted effect of over 55% in size
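ATP-dependent luminescence (CellTiter-Glo) served as the viability signal for NIH 3T3 cells treated with compound for 48 or 72 hr at 37 °C.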
HEK293 tox: kills HEK 293 cells; HEK 293 viability, ATP luminescence (CellTiter-Glo), 48-72 h; AID 1345083; Potency, µM (highest dose often 115 µM), for inactives: top-dose activity change, negative = cytotoxicity, usual class: inhibitors; 94,000 compounds, 6.6% hits; further: potency means the concentration at half of the fitted maximal effect; nearly all actives have a fitted effect of over 60% in size
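Cytotoxicity was scored by loss of ATP-coupled luminescence (CellTiter-Glo) in HEK 293 cells. Compound treatment ran 48 or 72 hr at 37 degree Celsius, 5% CO2, 95% humidity.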
SNCA expr inh: inhibitors of alpha-synuclein (SNCA) gene expression; HEK-293 SNCA-luciferase knock-in, luminescence, 24 h; Potency, µM (series often up to 57.2 µM), for the others: top-dose activity change, negative = inhibition, most hits filed as inhibitors; 140,000 compounds, 0.17% hits;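 further: potency means the concentration at half of the fitted maximal effect; plate controls were DMSO cells for no effect and cell-free wells for full effect; nearly all actives have a fitted effect of over 45% in size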
* = called active by the depositor; i = inactive; ? = inconclusive; nt = no result given; & = joins results of further samples; [ ] = another dose, or the depositor's remark. Unless noted, the call rests on the fitted dose curve; in most records, active means well fitted curve in the direction sought with a large enough effect; inconclusive means small, poorly fitted or top-dose-only effect, or another doubt; inactive means no such curve, though single readings can be large; an effect the other way counts as inactive or inconclusive. Unless noted, on the % scale 0 is the no-effect control and ±100 the full control effect. An excerpt. The share of hits here may be higher or lower than overall.

compound	GPT2 inh	Luciferase inh	IP6K1 inhibitor	HEK293 viab	NIH3T3 tox	HEK293 tox	SNCA expr inh
O=c1[nH]nc2n1CCN(S(=O)(=O)c1cc(F)ccc1F)C2	0.2%	3.7%	-1.8	-4.9%	i	8.6%	7.0%
CN(c1ccccc1)c1ccc2nnc(-c3cc(C(=O)NCC4CCCO4)ccn3)n2n1 (stereo not given)	-1.9%[88.5 µM]	11.4%[172 µM]	-21.2	2.1%[87.6 µM]	?	-23.8%[172 µM]	-12.7%[87.6 µM]
COc1ccc(CN2CC3(CCN(C(=O)Cc4c(F)cccc4Cl)CC3)C2=O)cc1	-11.4%	-6.1%	5.6	-19.3%	?	?	-33.1%
COc1cccc(NC(=O)CCc2c(C)nc3ncnn3c2C)c1	nt	nt	11.2	-17.4%	nt	nt	32.1%[activator]
COC[C@@H]1CN(C(=O)c2cccc(OC(F)(F)F)c2)C[C@H]1C(N)=O	i	-6.4%	6.2	12.1%	-1.7%	-15.7%	-4.4%
CC(C)(C)CNC1(Cc2cc(CCO)on2)COC1	0.7%[88.5 µM]	-0.6%[230 µM]	-6.0	5.7%[87.6 µM]	i	-1.9%[230 µM]	-8.5%[87.6 µM]
COc1ccc(Nc2nn3c(=O)c4cc5c(cc4nc3s2)OCO5)c(OC)c1	nt	nt	1.7	2.1%	nt	nt	13.0%
COc1cccc(N2C(=O)NC(=NC3CCCCC3)C23CCN(C(=O)c2ccccc2)C3)c1 (stereo not given)	i	-7.0%	-9.0&-3.0	0.3%&3.0%	-5.8%&-17.6%	?	3.3%&0.5%
O=C(COc1ccc(Cl)cc1)Nc1ccc2nc(SCC(=O)N3CCOCC3)sc2c1	nt	nt	12.8	-29.1%	nt	nt	10.2%
CCOc1ccc(CN2CCc3nc(N4CCOCC4)[nH]c(=O)c3CC2)cc1OC	i	15.2%	0.0	4.9%	3.9%	4.2%	11.1%
O=C1NCCCCCCN(C(=O)NCc2ccccc2)[C@H]2C[C@H](c3nc(-c4cccnc4)no3)C[C@@H]12	1.2%	-13.0%	13.7	-23.2%	?	0.3%	-3.8%
CCCCN1C(=O)[C@@H]2C[C@@H](O)CN2C2(CN(Cc3ccc(F)c(F)c3)C2)C1=O	?	8.6%[172 µM]	-8.4	-0.7%[87.6 µM]	-27.6%[174 µM]	-27.6%[172 µM]	7.9%[87.6 µM]
O=C(NCC(c1cccnc1)N1CCN(Cc2ccccc2)CC1)C(=O)Nc1ccc(Cl)cc1 (stereo not given)	nt	nt	20.5	-15.4%	nt	nt	?
CCCN(CCC)CCNC(=O)CN1C(=O)COc2ccc(S(=O)(=O)N3CCOCC3)cc21	nt	nt	3.3	-0.9%	nt	nt	25.2%
COc1ccc(N2CCN(C(=O)c3ccc4c(c3)N(Cc3cc(C)ccc3C)C(=O)c3ccccc3S4=O)CC2)cc1 (stereo not given)	nt	nt	17.6	-3.4%	nt	nt	-13.3%
COc1ccccc1-c1ccc(CN)cc1	i	nt	1.0	0.9%[87.6 µM]	?	?	43.7%[activator][87.6 µM]
Cc1ccccc1CNC(=O)C1=Cc2ccccc2OC1	nt	nt	-0.1	-2.9%	nt	nt	55.2%[activator]
C=CCN(C)C(=O)C[C@@H]1c2nc(NC(=O)c3ccc(OC)cc3)sc2C[C@@H]2[C@](C)(CO)[C@H](O)CC[C@]21C	4.0%	-7.0%	-3.3	-9.7%	-21.9%	-13.6%	-1.5%
COc1ccc(CN(C)c2ccc(-c3nc(-c4ccc(OC)c(OC)c4)no3)cc2[N+](=O)[O-])cc1	nt	nt	23.1	-2.8%	nt	nt	-5.9%
COc1ccccc1-n1c(=O)n(C)c2c(C(N)=O)nc(-c3cc(OC)c(OC)c(OC)c3)nc21	nt	nt	-2.7	9.2%	nt	nt	-1.0%
Cc1nc(CN2CCOc3cc([S+](=O)([O-])Nc4ccccc4)ccc3C2)cs1	-9.3%[88.5 µM]	-5.5%[172 µM]	7.3	-18.9%[87.6 µM]	?	?	-23.6%[87.6 µM]
CCOc1ccc(Nc2sc(C(=O)c3cccc(OC)c3)c(N)c2S(=O)(=O)c2ccccc2)cc1	nt	nt	17.1	-9.6%	nt	nt	21.0%
O=C([C@@H]1C[C@H](Oc2cccnc2)CN1C(=O)c1n[nH]c2ccccc12)N1CCOCC1	4.9%	-5.4%	0.0	?	i	i	39.2%[activator]
COc1ccc([C@H]2C[C@@H](O)[C@@H](O)[C@@H]2NC(=O)c2ccc3c(c2)OCCO3)cc1	?	?	19.6	-19.3%[87.6 µM]	-17.3%[174 µM]	-21.1%[172 µM]	60.3%[activator][87.6 µM]
COCC1CN(C)CC12CCN(Cc1ccc(OC)cc1)CC2 (stereo not given)	0.1%	-4.2%	15.1	-2.0%	-26.7%	?	-8.0%
CC(=O)Nc1cccc(-c2cc(C3=CCOCC3)c3cncn3c2)c1	i	-3.6%[172 µM]	6.6	13.6%[87.6 µM]	?	-26.6%[172 µM]	17.9%[87.6 µM]
Cc1nc(C2CC2)ncc1C(=O)N1CC[C@](C)(O)[C@@H](O)C1	-23.5%	-3.2%	11.5	1.8%	i	i	-26.2%
O=C(Cn1c(=O)oc2ccccc21)NCc1ccc(Cl)cc1	nt	nt	12.8	3.6%	nt	nt	13.7%
Cc1cn2c(=O)cc(COC(=O)c3ccc(NC(=O)COc4ccc(C)c(C)c4)cc3)nc2s1	nt	nt	-3.3	9.5%	nt	nt	-9.1%
Cc1cc2c(n1-c1ccc(C(=O)NCc3ccc(OC(C)C)cc3)cc1)CCCC2	nt	nt	57.1	-14.6%	nt	nt	-20.2%
O=C(c1ccccc1)N1CC2(CCCN2C2COC2)Cc2ccccc21 (stereo not given)	1.2%	nt	2.5	-23.3%	-2.2%	-10.9%	-16.3%
COc1ccc(CCNC(=O)C2CC(=O)N(c3n[nH]c4ccccc34)C2)cc1OC (stereo not given)	0.8%	1.6%	11.3	-0.3%	-20.2%	-8.4%	2.3%
COc1ccc(C(=O)N[C@H]2COC[C@H]2Cc2cc(C)no2)c(F)c1F	i	7.5%	1.4	-4.1%	1.8%	-5.1%	-18.9%
O=C(c1ccc2c(c1)OCO2)N1CCCC2(C1)NC(=O)N(Cc1ccc(Cl)cc1)C2=O (stereo not given)	i	2.8%	0.8	0.0%	-16.8%	?	-29.7%
O=C(CSc1nc(Nc2ccc(F)cc2)c2ccccc2n1)c1ccc(F)cc1	nt	nt	46.5	7.3%	nt	nt	59.5%[activator]
CC1(C)C2CC[C@]3(C)C(C(=O)C=C4[C@H]5C[C@@](C)(C(=O)O)CC[C@]5(C)CC[C@]43C)[C@@]2(C)CC[C@@H]1O (stereo not given in full)	i	nt	-5.9	-3.1%[23.9 µM]	nt	nt	nt
CN(C)C[C@@H]1CN(c2ncccn2)C[C@H]1NC(=O)CCn1cccn1	i	-11.7%	6.0	0.8%	-9.9%	i	2.6%
CC(C)OCCCNC(=O)c1cc(-c2ccc(C(F)(F)F)cc2)nc2c1cnn2C	nt	nt	-2.0	nt	?	44.7µM*	nt
C=CCC1=C[C@]2(OC)[C@H](C)[C@@H](c3ccc(O)c(OC)c3)O[C@]2(OC)CC1=O	i	nt	23.5	-1.0%	nt	nt	nt
COc1cncc(CN2CC[C@@H]3OCC(=O)N(C(C)C)[C@H]3CC2)c1	-11.0%[88.5 µM]	-0.5%[172 µM]	5.8	-0.6%[87.6 µM]	-14.9%[138 µM]	?	-13.2%[87.6 µM]
CC(C)CCn1c(=O)c2sccc2n2c(CCCC(=O)Nc3ccc(F)c(Cl)c3)nnc12	nt	nt	20.6	?	nt	nt	-3.9%
c1nc2nc(Nc3ccc(N4CCOCC4)cc3)nc(NC3CCCCC3)c2[nH]1	?	nt	-41.2*	?	nt	nt	?
CCOc1ccc(N(C)S(=O)(=O)c2ccc3c(c2)CCCN3C(C)=O)cc1	nt	nt	-15.3	-5.3%	nt	nt	-5.3%
CCN1c2cc(C(=O)NCc3cccs3)ccc2C(=O)N2CCCCC21 (stereo not given)	3.8%	-7.6%	-13.8	29.8%[12.5 µM]	?	?	-25.7%
COc1ccc(N2CCN(C(=O)COc3ccc(-c4nnc5n4CCCC5)cc3)CC2)cc1	-23.5%	-5.5%	23.4	9.0%	-16.4%	?	9.3%
COc1cccc(-c2cc(C(=O)NCC3CC3)c3cnn(C)c3n2)c1	nt	nt	-3.5	nt	?	?	nt
Cc1c(C(=O)Nc2cccc(F)c2)sc2nc(-c3cc4ccccc4oc3=O)[nH]c(=O)c12	nt	nt	-4.8	8.8%	nt	nt	35.1%
COCC(=O)NC[C@H]1O[C@@H](CC(=O)NCCN(C)C)[C@H](O)[C@@H]1O	-1.6%[88.5 µM]	3.0%[172 µM]	7.4	4.0%[87.6 µM]	-2.0%[174 µM]	i	?
NCCCC(=O)N1CCC2(CC1)CC(NC(=O)CN)c1ccccc12 (stereo not given)	i	nt	2.3	0.5%	-18.5%	-12.1%	-23.2%
COc1ccccc1N1CCN(C(=O)CN2C(=O)COc3ccc(S(=O)(=O)N4CCOCC4)cc32)CC1	nt	nt	-16.1	3.6%	nt	nt	13.0%

Following part:
compound	GPT2 inh	Luciferase inh	IP6K1 inhibitor	HEK293 viab	NIH3T3 tox	HEK293 tox	SNCA expr inh
CC(C)(C)c1nc(N2CCOCC2)ncc1C(=O)O	-0.9%	-9.6%	-7.5	18.6%	-17.6%	5.9%	0.0%
COCC(=O)NC[C@H]1O[C@@H](CO)[C@@H](O)[C@H]1N1CCN(c2ccc(F)cc2)CC1	2.3%	1.1%	10.1	2.9%	2.1%	3.1%	-19.1%
Cc1ccc(C(=O)N2CCC(CCC(=O)N3CCc4ccccc4C3)CC2)cc1	1.1%	22.4µM*	17.9	-17.5%	-27.3%	44.7µM*	49.0%[activator]
COC(=O)c1sc2cccc(F)c2c1S(=O)(=O)NCc1ccc(F)cc1	nt	nt	-2.7	2.3%	nt	nt	-17.5%
COc1ccc(NC(=O)Cn2cc(C(=O)c3ccc(C)c(C)c3)c(=O)c3cc(OC)ccc32)cc1	nt	nt	-21.7	-0.2%	nt	nt	9.8%
Cc1ccc([S+](=O)([O-])N(C)Cc2ccc(-c3ccccc3)cc2)cc1	i	-14.3%	7.9	2.0%	-10.0%	0.5%	-0.8%
CN(C)c1ccc(Nc2ncnc3sc4c(c23)CCCC4)cc1	nt	nt	18.0	11.1%	nt	nt	-24.6%
COc1ccc(CN2CCc3nc(Nc4ccccc4)ncc3C2)c(OC)c1OC	nt	nt	0.2	-1.3%	nt	nt	64.7%[activator]
